Assay outcomes as filed in PubChem.
IP6K1 inh – inhibitors of human IP6K1 | Q92551 | IP6K1 kinase, ADP-Glo luminescence, 2 h; hits give low values | activity change, % (series mostly up to about 58 µM) | hit rate 0.81% among 140,000 | AID 1645851; in the data active = activity change below about -25%
Target sequence (Q92551 whole entry, looked up): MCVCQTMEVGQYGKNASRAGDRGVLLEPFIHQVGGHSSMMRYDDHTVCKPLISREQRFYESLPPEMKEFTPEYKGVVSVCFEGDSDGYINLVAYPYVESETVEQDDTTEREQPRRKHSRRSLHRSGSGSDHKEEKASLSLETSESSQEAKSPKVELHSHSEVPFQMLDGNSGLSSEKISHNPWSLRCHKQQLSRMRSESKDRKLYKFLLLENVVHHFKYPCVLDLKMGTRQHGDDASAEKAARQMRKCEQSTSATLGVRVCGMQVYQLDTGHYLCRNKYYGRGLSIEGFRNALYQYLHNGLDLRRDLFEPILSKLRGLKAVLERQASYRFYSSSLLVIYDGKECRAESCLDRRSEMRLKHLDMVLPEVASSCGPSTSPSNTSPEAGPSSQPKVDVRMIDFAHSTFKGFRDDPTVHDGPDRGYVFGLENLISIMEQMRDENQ
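ADP-Glo luminescence measures ADP made by human IP6K1 during a 2 h RT reaction with ATP/IP6 (mix at 1.3 mM/130 uM); top library doses 57.5 and 19.1 uM final.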
SNCA viab count – cell viability loss counter-screen | HEK-293-SNCA-luc viability, GF-AFC fluorescence, 24 h | Potency, µM (series often up to 57.1 µM), for the others: top-dose activity change, negative = cytotoxicity, hits mostly cytotoxic | hit rate 0.12% among 150,000 | AID 1671193;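 also: potency is read from the fitted curve at half-maximal effect; 0% = DMSO-treated cells and -100% = medium-only wells without cells; nearly all actives have a fitted effect of over 30% in size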
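Cytotoxicity counterscreen: after 24 h compound treatment of genome-edited SNCA-luciferase HEK-293 cells, live-cell protease substrate GF-AFC read by fluorescence after 30 min; activity scaled between DMSO (0%) and medium-only (-100%), curves Hill-fitted.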
Luciferase inh – blocks purified firefly luciferase enzyme activity | P08659 | purified P. pyralis luciferase, luminescence, biochemical | Potency, µM (doses to about 115 µM), inactives show at the top dose activity change, negative = inhibition, hits mostly inhibitors | hit rate 2.5% among 76,000 | AID 1347043; also: potency is read from the fitted curve at half-maximal effect; nearly all actives have a fitted effect of over 65% in size
Target sequence (P08659 whole entry, looked up): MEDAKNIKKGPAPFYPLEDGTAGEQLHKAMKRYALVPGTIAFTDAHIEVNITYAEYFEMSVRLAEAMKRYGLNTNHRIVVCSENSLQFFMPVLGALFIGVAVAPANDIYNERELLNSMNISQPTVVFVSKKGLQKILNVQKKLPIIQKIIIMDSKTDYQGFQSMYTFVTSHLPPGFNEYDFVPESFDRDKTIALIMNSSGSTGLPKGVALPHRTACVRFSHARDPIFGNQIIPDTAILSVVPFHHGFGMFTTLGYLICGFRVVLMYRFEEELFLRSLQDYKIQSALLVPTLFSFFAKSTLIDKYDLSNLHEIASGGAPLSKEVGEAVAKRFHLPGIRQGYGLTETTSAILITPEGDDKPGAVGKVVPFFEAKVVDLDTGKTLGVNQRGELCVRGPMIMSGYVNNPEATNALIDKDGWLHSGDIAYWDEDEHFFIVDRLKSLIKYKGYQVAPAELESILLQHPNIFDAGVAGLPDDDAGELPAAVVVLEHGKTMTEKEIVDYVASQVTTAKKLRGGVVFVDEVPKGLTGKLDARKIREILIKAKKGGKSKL
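Biochemical qHTS: compound (6-point titration) added to 10uM D-luciferin plus 10uM ATP in Tris acetate pH 7.5 buffer with Mg, Tween-20 and BSA, then purified enzyme at 10nM; light output imaged.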
HEK293 tox – cytotoxic compounds in HEK 293 cells. hit rate 6.6% among 94,000. AID 1345083. Potency, µM (series often up to 115 µM), for inactives: at the highest dose activity change, negative = cytotoxicity, actives largely listed as inhibitors. HEK 293 viability, ATP luminescence (CellTiter-Glo), 48-72 h; also: potency is read from the fitted curve at half-maximal effect; nearly all actives have a fitted effect of over 60% in size
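ATP-coupled CellTiter-Glo luminescence served as viability read-out, recorded 10 min after reagent addition at room temperature. HEK 293 cells, 250 cells/well, had been incubated with pintool-transferred compound for 48 or 72 hr at 37 degree Celsius.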
3T3 cytotox – kills NIH 3T3 cells. NIH 3T3 viability, CellTiter-Glo ATP luminescence, 48-72 h. Potency, µM (series often up to 96.7 µM), inactives show top-dose activity change, negative = cytotoxicity, usual class: inhibitors. hit rate 4.3% among 94,000; also: potency is read from the fitted curve at half-maximal effect; nearly all actives have a fitted effect of over 55% in size
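NIH 3T3 cells at 400 cells/well received 23 nL of compound by pintool and were incubated 48 or 72 h at 37 °C. Viability was read as ATP-coupled CellTiter-Glo luminescence.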
GPT2 inhibitor – GPT2 alanine aminotransferase inhibition; Q8TD30; Recombinant GPT2, coupled pyruvate oxidase/HRP Amplex Red fluorescence; Potency, µM (top dose mostly 57.7 µM), for the others: at the top dose activity change, negative = inhibition, hits mostly inhibitors; hit rate 0.25% among 100,000; AID 1671188; also: potency is read from the fitted curve at half-maximal effect; nearly all actives have a fitted effect of over 60% in size; many of its hits are not listed in these tables
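Inhibition is scored from Amplex Red fluorescence generated when pyruvate oxidase and HRP act on pyruvate released by GPT2. Reactions contain 10ng/uL enzyme, 250uM a-KG and 2mM L-alanine and run 30 min at room temperature.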
SNCA expr inhib – SNCA gene expression inhibition; HEK-293 SNCA-luciferase knock-in, luminescence, 24 h; hit rate 0.17% among 140,000; Potency, µM (top dose mostly 57.2 µM), inactives show at the top dose activity change, negative = inhibition, hits mostly inhibitors;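 also: potency is read from the fitted curve at half-maximal effect; plate controls were DMSO cells for no effect and cell-free wells for full effect; nearly all actives have a fitted effect of over 45% in size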
* = called active by the depositor; i = inactive; ? = inconclusive; / = not tested or not shown; & = joins results of further samples; [ ] = remark or other dose. Unless noted, calls follow the shape of the dose curve; as a rule, active = well fitted curve in the direction sought with a large enough effect; inconclusive = small, poorly fitted or top-dose-only effect, or another doubt; inactive = no such curve, though single readings can be large; an effect the other way counts as inactive or inconclusive. Unless noted, % is scaled to controls: 0 for no effect and ±100 for the full control effect.

SMILES	IP6K1 inh	SNCA viab count	Luciferase inh	HEK293 tox	3T3 cytotox	GPT2 inhibitor	SNCA expr inhib
CCNC(=O)N1CCC(Cc2ccc(C(=O)Nc3cccc(F)c3)cc2)CC1	-4.1	-10.7%	25.1µM*	39.8µM*	?	i	169.0%[activator]
CCOc1ccccc1NC(=O)C1=C(C)Nc2ncnn2C1c1sccc1C (centres undefined)	-6.8	-18.0%	/	/	/	/	4.6%
Cc1ccc(C(C)C)c(OCC(O)CN2CCN(c3ccccc3F)CC2)c1 (centres undefined)	5.1	-4.8%	/	/	/	/	8.0%
COc1ccc(C(=O)NC[C@H]2O[C@@H](CO)[C@@H](O)[C@H]2N2CCN(c3cccc(C(F)(F)F)c3)CC2)cc1	9.4	-0.9%	-5.1%	?	?	-20.2%	32.9%[activator]
O=C(c1cccc(F)c1)N1CC(Oc2ccc(-c3nc(-c4ccccc4)no3)cc2)C1	2.4	-6.4%	-11.9%	?	-5.0%	i	12.9%
C=C[C@H]1[C@H](O[C@@H]2O[C@H](CO)[C@@H](O)[C@H](O)[C@H]2O)OC=C(C(=O)OC)[C@H]1C/C=C(/C=O)[C@@H]1C(C(=O)OC)=CO[C@@H](O[C@@H]2O[C@H](CO)[C@@H](O)[C@H](O)[C@H]2O)[C@@H]1C=C	2.6	5.1%[23.9 µM]	/	/	/	i	/
CCN(CC)S(=O)(=O)c1ccc2c(c1)N(CC(=O)NCCCN1CCN(c3cc(Cl)ccc3C)CC1)C(=O)CO2	4.7	-22.0%	/	/	/	/	-28.9%
O=C(O)[C@@H]1CN(C(=O)CCCn2cncn2)C[C@H]1c1ccc2c(c1)OCO2	11.5	4.6%	-8.4%	2.2%	-4.3%	-16.5%	-23.9%
O=C(N[C@@H]1CN(C(=O)c2ccc3ccccc3n2)C[C@H]1CO)c1ccccc1	25.5	-3.1%	/	-9.3%	-24.1%	i	1.1%
COCCNC(=O)[C@@H]1CCC[C@@H](NC(=O)NC2(c3ccccc3)CCOCC2)CN(C)C(=O)C1	16.1	-2.9%	-7.8%	?	-4.4%	-4.8%	4.0%
COc1cccc(C(=O)N2CCCCC2c2n[nH]c(C)n2)c1 (centres undefined)	-3.5	14.9%	-12.4%	14.1%	-2.8%	-5.7%	-16.3%
Cc1cccc(CN2CCc3nc(C(=O)Nc4ccc(Cl)cc4)oc3CC2)c1	0.2	-19.7%[87.6 µM]	0.6%[172 µM]	?	?	4.2%[88.5 µM]	-19.6%[87.6 µM]
O=c1[nH]c2ccc(NS(=O)(=O)c3ccc(F)cc3)cc2s1	14.6	6.3%	/	/	/	/	-11.4%
COCCn1c(C)cc(O)c(C(c2ccccc2)N2CCN(c3ccc(F)cc3)CC2)c1=O (centres undefined)	42.3	-2.3%	/	/	/	/	-5.1%
Cc1[nH]ncc1CNC(=O)C1CCN(c2cn[nH]c(=O)c2)C1 (centres undefined)	10.3	12.7%	-3.2%	2.2%	i	i	32.5%[activator]
COCCN1Cc2ccc(Nc3ccc(OC)cc3)nc2C(C)(C(=O)NC2COC2)C1 (centres undefined)	13.4	-0.4%[87.6 µM]	-1.9%[172 µM]	?	?	-5.9%[88.5 µM]	0.9%[87.6 µM]
Cc1ccc(NC(=O)CN2C=NS(=O)(=O)c3ccccc32)cc1	8.0	-0.3%	/	/	/	/	-5.8%
O=C(NCC1CN(Cc2ccccn2)CC12CN(c1ccccc1)C2)c1ccccc1 (centres undefined)	7.3	-13.3%[87.6 µM]	0.4%[172 µM]	?	?	?	-5.6%[87.6 µM]
COCC(=O)N[C@@H]1CN(Cc2ccccc2)C[C@H]1CN(C)C	-10.3	11.1%	8.4%	3.3%	-7.8%	-1.6%	5.0%
FC(F)(F)c1ccc2nc([C@H]3CCN(CC4CC4)C3)[nH]c2c1	7.1	-4.1%[87.6 µM]	28.2µM*	?	?	-7.6%[88.5 µM]	117.3%[activator][87.6 µM]
O=C(c1ccccc1F)N1CCC2(CC1)C(=NC1CCCCC1)NC(=O)N2c1cccnc1	0.0&-0.3	4.3%&14.1%	1.6%	1.9%	-15.6%&-25.8%	-9.6%	-0.7%&2.2%
COc1cc(Cl)c(C)cc1NC(=O)CN1C(=O)NC(c2ccc(Cl)cc2)C2=C1COC2=O (centres undefined)	-6.1	-20.2%	-1.9%	15.8µM*	17.8µM*	0.5%	?
Cc1ccc(CN2CCN(c3ncncn3)CC2=O)cc1	0.7	4.2%	-3.7%	-17.5%	-11.5%	-20.7%[11.5 µM]	1.1%
CCOCCCNc1ncnc2c1cnn2-c1ccc(C)c(C)c1	-2.4	-14.2%	/	/	/	/	64.9%[activator]
Cc1ccc(NC(=O)Nc2c[nH]c(=O)[nH]c2=O)c(Cl)c1	26.8	4.3%	/	/	/	/	11.3%
C[C@@]1(c2cc(-c3cncnc3)c(F)cc2F)CCSC(N)=N1	11.1	17.2%[23.9 µM]	/	/	/	3.8%[27.3 µM]	-7.9%
Cc1ccsc1CN1CCc2nc(N(C)C)[nH]c(=O)c2CC1	14.9	1.2%	5.6%	0.3%	-18.1%	i	-2.0%
O=C(CCCn1c(=O)c2cccn2c2cccnc21)Nc1ccccc1Br	18.9	1.6%	/	/	/	/	22.6%
CCn1cc(CNC2CC(=O)N(CCc3ccccc3)C2)cn1 (centres undefined)	-1.2	2.7%	0.5%	-1.3%	1.5%	i	12.6%
Cc1noc([C@@H]2C[C@H](NC(=O)Nc3cccc(F)c3)CN2C)n1	8.5	-6.2%[87.6 µM]	-3.6%[172 µM]	-20.3%[172 µM]	?	-10.1%[88.5 µM]	8.4%[87.6 µM]
COc1ccc(-c2cnc3n2CC(C(=O)N2CCCCC2)CC3)cc1 (centres undefined)	15.5	9.3%	-0.6%	?	-20.6%	-10.0%	-12.6%
CN1C[C@H](O)C[C@H]1c1nnc2n1CCN(C(=O)CCc1c[nH]c3ccccc13)CC2	-2.5	-11.2%	1.6%	1.9%	2.1%	-11.2%	-15.8%
Cc1noc(C2CCCCCN2C(=O)c2ccnn2C)n1 (centres undefined)	17.3	11.4%	0.1%	3.7%	-16.9%	1.9%	15.6%
CNC(=O)c1cc(C)nc2onc(C3CCN(C(=O)c4ccc(Cl)cc4)C3)c12 (centres undefined)	8.4	/	/	?	-13.3%	/	/
O=C(c1cc(-c2cccnc2)nc2ccccc12)N1CCCC2(CCOC2)C1 (centres undefined)	1.6	-20.4%	-5.6%	-22.9%	-28.0%	i	-9.4%
CC(C)NC(=O)c1nc(-c2ccc(Cl)cc2)c2ccccn12	-20.3	8.2%	/	?	?	i	6.4%
Cn1nccc1C(=O)N1CCCC1c1nc(C2CCOCC2)no1 (centres undefined)	6.3	2.5%	-8.5%	-2.5%	i	i	1.0%
O=C(C1CCCC1)N1CCOC[C@H](Oc2ccc(C(F)(F)F)cc2)C1	23.3	-9.1%[87.6 µM]	-0.7%[172 µM]	?	-26.5%[138 µM]	-7.5%[88.5 µM]	4.7%[87.6 µM]
COc1ccccc1C(=O)NC1CCN(Cc2cccc(-c3ccc(SC)cc3)c2)CC1	-8.6	/	/	31.6µM*	28.2µM*	/	/
COCCC1(NS(C)(=O)=O)CCN(C(=O)c2c(C)noc2C)CC1	-7.3	4.3%	-2.7%	i	i	-1.4%	-2.5%
Cc1cccc(CSc2nnc3[nH]c(=O)cc(-c4ccccc4)n23)c1	-9.3	3.9%	/	/	/	/	-4.0%
CCc1nc2c(c(-c3ccc(Cl)cc3)n1)CCN(C(=O)c1ccc3c(c1)OCO3)CC2	12.7	-11.5%	-1.5%	?	-34.0%	1.9%	5.2%
O=C(Cn1ncc2c3ccccc3n(Cc3ccccc3F)c2c1=O)N1CCCCCC1	-0.8	12.3%	/	/	/	/	12.3%
CC(=O)N1CCC(c2nnc3n2C(C(=O)NCc2ccccc2F)CC3)CC1 (centres undefined)	25.5	-1.3%[12.5 µM]	/	-11.6%	-20.6%	1.3%	-11.0%
O=C(O)c1ccc(-c2ccc(C(=O)O)cn2)cc1	-5.3	-7.2%[87.6 µM]	/	i	i	-19.9%[88.5 µM]	-2.0%[87.6 µM]
COc1ccc(N2CC(NC(=O)COc3ccc4ccccc4c3)CC2=O)cc1OC (centres undefined)	31.2	-3.3%	/	/	/	/	-5.7%
O=C(Cn1ccn2nc(-c3ccccc3)c(CO)c2c1=O)Nc1ccc(F)c(Cl)c1	14.7	-4.6%	-4.3%	?	-25.7%	1.6%	-12.8%
CNC(=O)c1c(NC(=O)c2ccc(S(=O)(=O)N3CCCCC3)cc2)sc2c1CCC2	31.2	-2.7%	/	/	/	/	21.9%
CC(=O)N1CCC(CC(=O)N2C[C@@H](Oc3ccccc3)C[C@H]2C(=O)N2CCOCC2)CC1	12.6	6.0%	/	-1.4%	-9.9%	-2.2%	34.1%[activator]
CCN1CCN(C(=O)c2ccc3c(c2)N(Cc2c(F)cccc2Cl)C(=O)c2ccccc2S3)CC1	-1.9	1.8%	/	/	/	/	?
O=C(O)c1ccc(CN2Cc3[nH]cnc3C[C@H]2C(=O)NCc2ccco2)cc1	0.8	-0.9%[87.6 µM]	8.3%[172 µM]	1.0%[172 µM]	1.6%[174 µM]	i	-15.5%[87.6 µM]
CCn1nc(C(=O)O)c(=O)c2cc3c(cc21)OCO3	-7.8	-7.7%	/	/	/	i	-1.9%
COc1ccccc1-c1cc(C(=O)NCCc2ccc(Cl)cc2)nn2cnnc12	3.3	-4.6%	/	?	?	i	-9.8%
CC(C)CNC(=O)C(NC(=O)CC(C)C)C1CCN(C(=O)c2ccccc2)CC1 (centres undefined)	-1.6	-15.0%	-11.6%	3.8%	-15.8%	i	22.9%
Cc1ccc(C)c(CN2C(=O)c3ccccc3S(=O)(=O)c3ccc(C(=O)Nc4ccccc4C(F)(F)F)cc32)c1	-1.7	8.2%	/	/	/	/	-22.2%
Cc1ccc(NC(=O)Cn2c(=O)ccc3cc(S(=O)(=O)N4CCC(C)CC4)ccc32)cc1C	-12.3	9.0%	/	/	/	/	-0.7%

Some of the entries above in a different format.
mol: CCc1nc2c(c(-c3ccc(Cl)cc3)n1)CCN(C(=O)c1ccc3c(c1)OCO3)CC2
  IP6K1 inh: 12.7
  SNCA viab count: -11.5%
  Luciferase inh: -1.5%
  HEK293 tox: ?
  3T3 cytotox: -34.0%
  GPT2 inhibitor: 1.9%
  SNCA expr inhib: 5.2%
mol: O=C(Cn1ncc2c3ccccc3n(Cc3ccccc3F)c2c1=O)N1CCCCCC1
  IP6K1 inh: -0.8
  SNCA viab count: 12.3%
  Luciferase inh: /
  HEK293 tox: /
  3T3 cytotox: /
  GPT2 inhibitor: /
  SNCA expr inhib: 12.3%
mol: CC(=O)N1CCC(c2nnc3n2C(C(=O)NCc2ccccc2F)CC3)CC1 (centres undefined)
  IP6K1 inh: 25.5
  SNCA viab count: -1.3%[12.5 µM]
  Luciferase inh: /
  HEK293 tox: -11.6%
  3T3 cytotox: -20.6%
  GPT2 inhibitor: 1.3%
  SNCA expr inhib: -11.0%
